PI5P4K alpha inh – PI5P4K alpha (human) kinase inhibition; P48426; PI5P4Kalpha enzyme, ADP-Glo luminescence, 60 min; stronger effect = lower value; max response, %; actives 1.2% (n = 330,000); AID 652105; active means max response of -50% or lower; inconclusive means between -30% and -50%; inactive means -30% or higher; further: value at the top dose of about 77 µM; on the % scale 0 is the no-effect control and ±100 the full control effect
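Luminescence from ADP-Glo served as readout of PI5P4Kalpha activity in a qHTS format. Reaction: enzyme, substrate, compound, ATP at 5 microM final, 60 min at RT.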
FUS suppressor – rescues growth of FUS-expressing yeast; S. cerevisiae FUS-expressing, growth rescue, OD600, 24 h; actives 0.24% (n = 390,000); Potency, µM (titrated, usually from 76.6 µM), for the others: at the highest dose growth rescue (activation), hits mostly activators;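 further: potency means the concentration at half of the fitted maximal effect; plate controls were DMSO vehicle for no effect and reference control for full effect; nearly all actives have a fitted effect of over 55% in size; some results filed as inactive show a strong effect at the top dose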
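Compound concentration series was pinned onto galactose-induced FUS-expressing yeast seeded at OD 0.005. Plates sat 24hr at 30C; absorbance at 600 nm gave growth. DMSO served as background control.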
aSyn yeast inh – rescues yeast growth from alpha-synuclein toxicity. actives 0.14% (n = 370,000). Yeast expressing alpha-synuclein, growth rescue, BacTiter-Glo, 24 h. Potency, µM (doses to about 46.1 µM), without a hit: top-dose growth rescue (activation), actives largely listed as activators. AID 652106; further: potency means the concentration at half of the fitted maximal effect; % of control where 0% means no effect; nearly all actives have a fitted effect of over 65% in size
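Galactose-induced alpha-syn yeast (OD600=0.02, raffinose-pregrown) + pinned cpd, 24 hr, 30 deg C; growth by BacTiter-Glo luminescence. Growth restoration scores as activation.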
Abeta yeast res – restores growth of yeast expressing A-beta42 peptide; yeast expressing A-beta42, growth rescue, OD600, 48 h; response scale: 0% DMSO, 100% iron-clioquinol control; Potency, µM (top dose mostly 46.1 µM), without a hit: at the highest dose growth rescue, most hits filed as activators; AID 1347071; actives 0.063% (n = 410,000); further: potency means the concentration at half of the fitted maximal effect; nearly all actives have a fitted effect of over 55% in size
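Growth rescue measured by 600 nm absorbance after 48 h yeast culture at 30 C with compound. Values normalized between DMSO and an equimolar ferric chloride plus clioquinol control.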
WRN helicase inh – inhibitors of human WRN helicase. Potency, µM (series often up to 114 µM), for the others: top-dose activity change, negative = inhibition, actives largely listed as inhibitors. AID 651768. actives 0.46% (n = 360,000). Q14191. WRN helicase unwinding, fluorescent forked duplex, kinetic; further: potency means the concentration at half of the fitted maximal effect; on the % scale 0 is the no-effect control and ±100 the full control effect; nearly all actives have a fitted effect of over 55% in size
Target sequence (Q14191 whole entry, looked up): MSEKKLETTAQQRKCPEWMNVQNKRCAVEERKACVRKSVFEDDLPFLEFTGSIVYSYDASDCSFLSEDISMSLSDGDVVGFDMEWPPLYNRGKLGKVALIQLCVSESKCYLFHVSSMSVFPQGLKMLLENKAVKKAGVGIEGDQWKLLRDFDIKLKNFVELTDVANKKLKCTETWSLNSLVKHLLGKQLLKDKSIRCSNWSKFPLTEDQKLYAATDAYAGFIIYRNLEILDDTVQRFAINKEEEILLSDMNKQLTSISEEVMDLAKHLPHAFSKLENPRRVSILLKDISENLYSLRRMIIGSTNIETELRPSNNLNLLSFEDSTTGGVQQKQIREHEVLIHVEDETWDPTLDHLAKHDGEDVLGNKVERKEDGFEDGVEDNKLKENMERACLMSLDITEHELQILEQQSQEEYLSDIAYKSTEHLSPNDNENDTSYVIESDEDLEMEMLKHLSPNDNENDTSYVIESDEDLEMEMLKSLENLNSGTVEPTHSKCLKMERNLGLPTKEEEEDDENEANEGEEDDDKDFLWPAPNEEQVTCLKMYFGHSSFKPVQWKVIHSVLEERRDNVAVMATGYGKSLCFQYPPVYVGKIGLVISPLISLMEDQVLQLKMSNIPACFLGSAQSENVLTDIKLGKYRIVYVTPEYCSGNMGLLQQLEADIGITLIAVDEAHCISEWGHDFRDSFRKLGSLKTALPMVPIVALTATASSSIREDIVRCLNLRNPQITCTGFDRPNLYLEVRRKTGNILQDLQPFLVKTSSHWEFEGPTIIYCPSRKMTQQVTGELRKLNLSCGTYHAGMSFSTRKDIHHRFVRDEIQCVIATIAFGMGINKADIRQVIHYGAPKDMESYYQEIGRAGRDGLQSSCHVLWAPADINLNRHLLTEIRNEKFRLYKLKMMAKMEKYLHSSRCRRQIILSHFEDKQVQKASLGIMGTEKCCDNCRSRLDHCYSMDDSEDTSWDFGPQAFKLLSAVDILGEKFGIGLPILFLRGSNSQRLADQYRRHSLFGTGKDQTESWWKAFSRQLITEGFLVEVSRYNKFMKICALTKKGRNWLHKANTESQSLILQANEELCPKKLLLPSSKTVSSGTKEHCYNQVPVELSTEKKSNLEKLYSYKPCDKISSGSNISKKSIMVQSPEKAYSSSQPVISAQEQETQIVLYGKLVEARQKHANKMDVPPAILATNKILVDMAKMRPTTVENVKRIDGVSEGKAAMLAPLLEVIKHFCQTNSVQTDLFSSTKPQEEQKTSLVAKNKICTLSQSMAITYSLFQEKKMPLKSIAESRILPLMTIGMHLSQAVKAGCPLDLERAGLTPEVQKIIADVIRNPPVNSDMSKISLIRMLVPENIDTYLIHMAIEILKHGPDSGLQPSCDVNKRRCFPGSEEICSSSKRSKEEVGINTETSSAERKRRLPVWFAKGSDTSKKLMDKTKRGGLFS
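Kinetic red-fluorescence monitoring (525/598 nm) tracks WRN helicase activity after 100 nM fluorophore-quencher forked duplex and 2 mM ATP are added to 20 nM enzyme pretreated 15 min at room temperature with compound.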
EPAC1 antagonist – EPAC1 (human) antagonism | EPAC1 GEF assay, Rap1b-BODIPY-GDP exchange fluorescence | Potency, µM (top dose mostly 115 µM), for the others: top-dose activity change, negative = inhibition, most hits filed as inhibitors | actives 0.14% (n = 360,000);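 further: potency means the concentration at half of the fitted maximal effect; plate controls were vehicle for no effect and positive control for full effect; nearly all actives have a fitted effect of over 50% in size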
PLK1 PBD inh – PLK1 (human) polo-box domain binding inhibition; Plk1 PBD binding of FITC phosphopeptide, fluorescence polarization; Potency, µM, for inactives: max response, negative = inhibition, hits mostly inhibitors; actives 2.8% (n = 360,000); AID 720504; further: potency means the concentration at half of the fitted maximal effect; series mostly up to about 57 µM; on the % scale 0 is the no-effect control and ±100 the full control effect; nearly all actives have a fitted effect of over 65% in size
IL-2 act – activates IL-2 in a cell-based reporter assay; IL-2 activation reporter assay, cell-based qHTS; stimulated with anti-CD3/CD4/CD28 beads; in transgenic mouse T cells; activation, % (series mostly up to about 46 µM); actives 0.065% (n = 360,000); AID 652025; in the data active means activation above about 50%; inconclusive means mostly about 30% to 49%; further: 0% is about no effect
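Quantitative HTS in unstimulated transgenic mouse T cells, with memory T cells as non-tolerant control and PMA/ionomycin as tolerance-bypass control. Compound pretreatment lasted 60 minutes before 18 h bead stimulation; EGFP/DsRed fluorescence read.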
EPAC1 agonist – agonists of human EPAC1; EPAC1 agonist qHTS, biochemical assay; response scale: 100% = response to 6.5 mM cAMP; actives 0.073% (n = 360,000); Potency, µM (series often up to 154 µM), inactives show at the highest dose activation, most hits filed as activators; further: potency means the concentration at half of the fitted maximal effect; nearly all actives have a fitted effect of over 60% in size
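Compounds were pinned as a concentration titration into mixtures of EPAC1 (100 nM), BODIPY-GDP-loaded Rap1B (250 nM) and GDP (50 uM). After 5 min at room temperature, fluorescence was followed for 30 min; activity was scaled to 6.5 mM cAMP.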
* = called active by the depositor; u = inconclusive; x = not tested or not shown; & = joins results of further samples; [ ] = another dose, or the depositor's remark. Unless noted, the call rests on the fitted dose curve; in most records, active means well fitted curve in the direction sought with a large enough effect; inconclusive means small, poorly fitted or top-dose-only effect, or another doubt; inactive means no such curve, though single readings can be large; an effect the other way counts as inactive or inconclusive. Rows were taken by chance, and some 4.1% of all compounds hit somewhere here.

SMILES | PI5P4K alpha inh | FUS suppressor | aSyn yeast inh | Abeta yeast res | WRN helicase inh | EPAC1 antagonist | PLK1 PBD inh | IL-2 act | EPAC1 agonist
CCOC(=O)N1CCN(C2CCCN(C(=O)c3ccccc3SC)C2)CC1 (stereo not drawn) | 2.5 | -2.8% | 0.6% | 16.6% | 12.6% | 10.8% | -10.7% | -1.5 | 3.2%
CCCCc1c(O)c2ccccc2n(CCCC)c1=O | -3.6 | 4.5% | -13.2% | -9.3% | -1.1% | -25.8% | -5.6% | 0.1 | -5.2%
O=[N+]([O-])c1ccc(Oc2ccc(OCc3ccccc3)cc2)nc1 | 14.2 | 6.4% | -3.7% | -11.6% | 0.0% | -1.3% | -9.4% | -0.1 | 4.2%
CSc1ccccc1CNC(=O)C1(C)CCCN1CC(C)C (stereo not drawn) | 2.8 | -19.5% | -1.1% | -16.4% | -3.3% | -9.4% | -8.4% | 0.9 | -13.0%
CC(C)COc1nc2ccccc2nc1C(C#N)C(=O)NC1CCCCC1 (stereo not drawn) | 11.4 | -10.8% | 3.9% | 0.0% | -13.4% | -7.1% | -2.4% | -0.3 | 14.2%
COC(=O)c1c(C(=O)OC)c(-c2ccc(OC)cc2)n2c1CCC2 | 1.8 | -15.6% | 11.5% | -21.8% | 0.5% | 2.1% | -9.0% | 0.0 | 1.4%
CC(=O)c1cccc(NS(=O)(=O)c2ccc(C(=O)Nc3ccccc3)cc2)c1 | 2.8 | -17.4% | -7.2% | 4.7% | -7.3% | -9.7% | -11.4% | -1.6 | 1.4%
Cc1ccc(C(=O)NC(=S)Nc2ccc(S(=O)(=O)N3CCN(C)CC3)cc2)cc1 | -6.5 | x | 0.1% | 5.5% | -33.9% | -2.7% | u | -7.0 | 11.2%
CC(C)(O)C#Cc1ccc(C(=O)N2CCC(C(N)=O)(N3CCCCC3)CC2)o1 | -3.9 | x | -6.6% | -12.2% | -25.0% | -15.6% | -8.1% | -2.4 | 2.1%
OCCC1CN(Cc2ccc3nsnc3c2)CCN1CCc1ccccc1 (stereo not drawn) | 4.1 | -3.0% | -0.5% | 10.1% | -5.2% | 21.4% | -5.5% | 2.1 | -1.7%
C/C(=N/NC(=O)c1cccs1)c1cccc(NC(=O)C2CC2)c1 | -14.6 | 8.9% | -0.2% | -8.8% | 2.0% | -13.4% | -9.2% | -1.1 | 7.0%
COc1ccc(CNC(=O)c2ccccc2NS(C)(=O)=O)cc1 | 1.4 | 6.7% | -10.2% | 13.6% | 3.4% | 1.2% | -16.8% | 0.6 | 8.8%
O=C(NC1CC1)c1cccc(Br)c1 | -1.3 | -9.0% | -4.9% | 2.8% | -25.3%[57.1 µM] | -3.7% | -0.6% | -2.6 | 3.4%
CCc1nnc(NC(=O)C2CCN(S(=O)(=O)c3ccc(C)cc3)CC2)s1 | -0.9 | -6.3% | -3.2% | 5.1% | -3.5% | -9.5% | -11.3% | 0.2 | 0.0%
COc1ccc(CCn2c(=O)[nH]c3cc(C(=O)N4CCN(c5ccccc5)CC4)ccc3c2=O)cc1OC | -7.3 | 8.9%&8.9% | -0.4% | 2.6%&-4.4% | 6.6% | -0.4% | -18.6% | -1.3 | -4.2%
NC(=O)[C@@H]1CCCCNc2c(F)cc([N+](=O)[O-])cc2C(=O)N[C@@H](CC(=O)O)C(=O)NCC(=O)N1 | 2.7 | -23.5% | -0.7% | 0.4% | -13.8% | -0.5% | 4.7% | -0.3 | -16.7%
COc1ccccc1CC(=O)NNC(=O)c1ccco1 | 3.1 | 2.1% | 0.4% | -6.8% | 4.4% | 6.1% | 1.0% | -5.9 | -4.6%
CCOC(=O)C(=CNc1ccc(N2CCOCC2)cc1)C(=O)OCC | -0.5 | 0.3% | 9.6% | -0.5% | -2.4% | 2.3% | -3.2% | 0.2 | -5.0%
CC1Cc2ccccc2N1C(=O)COc1cccc(-n2cnnn2)c1 (stereo not drawn) | -6.7 | 27.6% | -0.1% | 2.2% | -7.1% | -10.1% | -10.0% | -0.8 | 3.6%
CC12CCC(=O)N1C(C(=O)Nc1nc(-c3cc(F)ccc3F)cs1)CS2 (stereo not drawn) | -1.4 | -11.1% | 4.7% | -3.2% | -0.7% | -11.5% | -3.8% | 0.7 | 4.8%
Cc1ccc2c(c1)C(O)(CC(=O)c1cccc(-n3cccc3)c1)C(=O)N2 (stereo not drawn) | -23.1 | 7.7% | 2.6% | -8.1% | -4.0% | -7.5% | u | 1.2 | 0.7%
CC1CCCCC1NC(=O)CSc1ccsc1[N+](=O)[O-] (stereo not drawn) | -2.5 | x | 0.3% | -11.1% | -17.4% | 13.6% | -6.2% | -4.2 | -4.1%
O=C(NCc1ccco1)C(=O)NCC1OCCCN1S(=O)(=O)c1ccc(Cl)cc1 (stereo not drawn) | -2.7 | 1.1% | 0.9% | -3.4% | 8.3% | 2.1% | -13.0% | 0.6 | 4.7%
Cc1ccc(S(=O)(=O)N2CCCC(C(=O)NCc3cccnc3)C2)cc1Cl (stereo not drawn) | 2.0 | 2.9% | -3.8% | 14.5% | -2.4% | 6.0% | 2.3% | -2.5 | 4.5%

Two records picked at random from those above, as already listed:
SMILES | PI5P4K alpha inh | FUS suppressor | aSyn yeast inh | Abeta yeast res | WRN helicase inh | EPAC1 antagonist | PLK1 PBD inh | IL-2 act | EPAC1 agonist
OCCC1CN(Cc2ccc3nsnc3c2)CCN1CCc1ccccc1 (stereo not drawn) | 4.1 | -3.0% | -0.5% | 10.1% | -5.2% | 21.4% | -5.5% | 2.1 | -1.7%
COC(=O)c1c(C(=O)OC)c(-c2ccc(OC)cc2)n2c1CCC2 | 1.8 | -15.6% | 11.5% | -21.8% | 0.5% | 2.1% | -9.0% | 0.0 | 1.4%

(continued)
SMILES | PI5P4K alpha inh | FUS suppressor | aSyn yeast inh | Abeta yeast res | WRN helicase inh | EPAC1 antagonist | PLK1 PBD inh | IL-2 act | EPAC1 agonist
COC(=O)c1ccccc1NC(=O)Cn1cc(Br)cn1 | -4.8 | 0.4% | -3.5% | -11.0% | 7.5% | 2.5% | -5.1% | 1.9 | -1.2%
Cc1ccc2[nH]c3c(NCc4ccco4)ncnc3c2c1 | -28.0 | x | 19.4% | 7.0% | u | -1.7% | -7.6% | -0.5 | -4.5%
CCCCCCCCN1C(=O)[C@H](CC(=O)NCCCC)C[C@@]2(C(=O)OCC)CCCC=C12 | 22.4 | u | 12.4% | 0.0% | -10.5% | -24.1% | -19.0% | 0.2 | -14.1%
CCc1ccccc1Nc1nc(N)nc(COC(=O)c2cccn2C)n1 | x | 27.3% | -4.0% | 5.8% | -5.2% | -11.0% | -9.9% | -0.2 | 3.7%
CCCN1CCC(NC(=O)CCc2nnc(Cc3cc(OC)ccc3OC)o2)CC1 | 1.7 | 14.9% | 5.2% | -2.3% | 2.9% | 2.6% | 1.7% | 0.0 | 2.5%
CC1CCCN(C(=S)Nc2ccc(S(=O)(=O)N3CCCCC3)cc2)C1 (stereo not drawn) | -3.5 | 39.1% | 22.0% | 7.4% | 8.3% | -1.0% | -2.1% | 0.6 | 2.2%
CNC(=O)COC(=O)/C=C/c1cn(-c2ccccc2)nc1-c1ccc2c(c1)OCCO2 | -0.6 | 19.0% | -0.3% | -11.5% | 2.2% | -1.0% | -15.4% | -0.4 | 11.1%
CN(C)c1nc(NC(C)(C)C)nc(SCC(=O)Nc2ccccc2)n1 | -9.1 | 15.8% | -2.1% | 1.4% | -33.6% | -10.7% | -7.5% | -5.5 | -10.7%
Cc1ccc(CNS(=O)(=O)NCc2ccccc2F)cc1 | -1.9 | -3.4% | 5.3% | 21.3% | -3.8% | -10.4% | -18.5% | -1.8 | -7.1%
COC(=O)CSc1nnnn1-c1cccc2ccccc12 | x | 4.8% | 0.5% | 14.2% | 3.3% | 0.3% | -5.2% | -1.7 | 0.0%
CCOC(=O)Cc1cc(C)[nH]c1C(=O)OCC | 4.8 | 6.4% | 1.5% | 14.8% | -1.5% | -5.5% | -4.4% | -1.5 | 4.9%
CC12CC3(C)CC(C)(C1)CC(C(=O)NCC(=O)O)(C2)C3 | -2.4 | 8.9% | 8.3% | -1.6% | -1.5% | -15.2% | -10.0% | -1.8 | 6.5%
Cc1ccc(C)c(OCCC(=O)OCC(=O)N2c3ccccc3NC(=O)C2(C)C)c1 | -12.3 | x | 8.6% | 4.9% | -7.5% | -2.9% | 3.0% | -2.0 | 9.2%
COc1cc(C(=O)N2Cc3cc4ccccc4nc3C2C)cc(OC)c1OC (stereo not drawn) | -1.2 | -1.8% | -1.3% | -1.0% | -3.1% | 0.9% | 2.9% | -2.2 | -11.0%
O=C(NCc1ccccc1F)C1CCCN1C(=O)Nc1ccccc1 (stereo not drawn) | -4.5 | -2.6% | 2.1% | -4.3% | -0.7% | 2.2% | -0.5% | 0.8 | 5.1%
O=C(C[n+]1ccc(C(=O)N/N=C/c2ccc(Br)cc2)cc1)c1ccccc1 | -6.7 | x | -5.8% | 0.0% | -0.7% | 3.0% | -8.7% | 1.5 | 0.9%
CCC(=O)Nc1cccc2ccccc12 | -12.3 | 7.1% | 1.0% | 0.0% | 9.1% | 14.6% | -10.7% | -1.7 | -4.5%
O=C(COC(=O)CC1c2ccccc2CCN1S(=O)(=O)c1ccc(F)cc1)Nc1ccccc1 (stereo not drawn) | 7.0 | 20.7% | 18.0% | 26.5% | -7.5% | -1.5% | -0.4% | -0.7 | 11.8%
CC(C)(C)n1nc2c(c1NC(=O)c1ccco1)CS(=O)C2 (stereo not drawn) | -6.0 | 10.0% | 5.8% | 19.5% | -6.4% | -6.3% | -3.7% | -0.5 | 1.7%
CC(=O)OC(C(=O)NC1CCCCC1)c1ccc(Cl)cc1 (stereo not drawn) | 1.5 | 8.9% | -2.7% | -1.2% | -1.3% | 5.8% | -3.7% | -2.9 | -2.5%
O=C(COC(=O)c1ccc(-n2cnnn2)cc1)c1ccc(Br)cc1 | -14.3 | 9.0% | 5.0% | 19.5% | -22.3% | -13.6% | 0.2% | -0.3 | -5.1%
COc1ncnc2c1ncn2CCCNCC(C)c1ccccc1 (stereo not drawn) | 2.9 | -5.0% | -7.2% | 8.3% | -5.8% | 8.8% | -4.1% | 0.3 | 7.7%

Source: PubChem BioAssay
